High-throughput results: PubChem, several laboratories
Thrombin inh = blocks human thrombin protease activity | inhibition, % at 5 µM | alpha-thrombin, Boc-VPR-AMC fluorogenic substrate cleavage | P00734 | 0.26% of 220,000 active;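 active means inhibition at or above 40%; inactive means inhibition below 40%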;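 further: 0% = enzyme with no compound and 100% = wells without enzyme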
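Material: human alpha-thrombin protein; Also added: Boc-VPR-AMC substrate, 15 µM final; Timing: enzyme reaction carried out at room temperature; Signal: fluorescence, ex 355 nm, em 460 nm; Measure: % inhibition of thrombin; Controls: enzyme without compound as high, wells lacking enzyme as low.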
Rad51 HR inh = blocks human Rad51 in homologous recombination. Q06609. hRad51 DNA strand exchange, fluorescence dequenching. inhibition, % at 10 µM. 0.085% of 200,000 active. AID 1385;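 active means inhibition above 40% at the single screening dose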;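 further: 0% = DMSO control wells and 100% = blanks with heterologous ssDNA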
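Read-out basis: percent inhibition relative to plate controls and blanks / Assay system: human Rad51 nucleoprotein filaments preassembled on unlabelled ssDNA / Timing: filaments 15 min 37 °C, then compound 30 min / Control set: per-plate controls and blanks / Technique: fluorescence dequenching at 485/520 nm / Compound: 10 µM final, single point / Also added: Fluorescein- and BHQ1-tagged 47-mer duplex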
Cl transport mod = modulates chloride dependent transport by human KCC2 | KCC2 cells, thallium flux FluoZin-2 fluorescence | B-score of Tl+ flux slope (higher = more flux/activation; lower = inhibition) at 10 µM | 2.2% of 190,000 active | AID 1456;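 active means thallium flux slope and its plate-corrected score both differing from the plate sample mean at a set confidence after two filtering rounds, in either direction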;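 further: slope of fluorescence scaled to starting intensity during 10 to 20 s after thallium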
NCF1 inh = inhibitors of human p47phox binding; p47phox/p22phox peptide binding, fluorescence polarization, 2 h; P14598; AID 1274; inhibition, % at 24.7 µM; 0.53% of 220,000 active;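 further: 0% = p47phox with labelled peptide and 100% = labelled peptide alone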
Target sequence (P14598 whole entry, looked up): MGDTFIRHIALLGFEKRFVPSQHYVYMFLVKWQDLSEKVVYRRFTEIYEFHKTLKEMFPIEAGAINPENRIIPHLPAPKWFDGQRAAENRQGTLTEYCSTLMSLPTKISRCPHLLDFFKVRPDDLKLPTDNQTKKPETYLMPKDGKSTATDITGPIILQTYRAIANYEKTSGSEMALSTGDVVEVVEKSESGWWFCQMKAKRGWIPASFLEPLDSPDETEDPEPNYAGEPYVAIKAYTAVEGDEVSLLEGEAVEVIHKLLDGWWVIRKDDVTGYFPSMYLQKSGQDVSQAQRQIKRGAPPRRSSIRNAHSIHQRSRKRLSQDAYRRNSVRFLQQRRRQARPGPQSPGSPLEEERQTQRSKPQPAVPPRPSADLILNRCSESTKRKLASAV
14-3-3 Bad inh = disrupts binding of bovine 14-3-3 zeta to phospho-Bad peptide | P63103 | TR-FRET 14-3-3zeta/Dy647-pBad peptide displacement, 1 h | inhibition, % at 21.7 µM | 0.71% of 220,000 active;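 active means inhibition above about 70%, limit read from the data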;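 further: 0% = full 14-3-3 plus peptide FRET controls and 100% = background without 14-3-3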
Target sequence (P63103 whole entry, looked up): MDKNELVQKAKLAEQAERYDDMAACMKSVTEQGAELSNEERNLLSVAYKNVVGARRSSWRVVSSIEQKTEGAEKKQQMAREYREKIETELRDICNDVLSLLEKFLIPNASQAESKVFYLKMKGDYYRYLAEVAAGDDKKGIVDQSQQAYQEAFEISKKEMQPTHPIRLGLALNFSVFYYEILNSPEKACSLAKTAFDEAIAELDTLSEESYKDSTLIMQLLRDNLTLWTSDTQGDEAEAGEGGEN
EBV gp42 inh = blocks Epstein-Barr virus glycoprotein 42 binding. 0.42% of 220,000 active. Q1HVG2. inhibition, % (tested at 21.74 µM). Fluorescence polarization binding assay, mP read-out; in the data active means inhibition above about 50%
Target sequence (Q1HVG2 whole entry, looked up): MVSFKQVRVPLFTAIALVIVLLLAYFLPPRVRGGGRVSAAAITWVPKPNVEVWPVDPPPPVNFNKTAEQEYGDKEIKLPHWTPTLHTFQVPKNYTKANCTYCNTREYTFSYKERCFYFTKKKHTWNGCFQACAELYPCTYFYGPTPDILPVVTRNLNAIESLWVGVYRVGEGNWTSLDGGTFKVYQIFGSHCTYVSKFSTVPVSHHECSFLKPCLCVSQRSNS
hK5 inh = kallikrein 5 (human) inhibition. recombinant hK5, fluorogenic AMC substrate cleavage. inhibition, % at 5 µM. Q9Y337. AID 873. 0.59% of 210,000 active;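 active means inhibition of 40% or more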;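 further: 0% = enzyme controls without compound and 100% = no-enzyme blanks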
Target sequence (Q9Y337 67-293 limits assumed): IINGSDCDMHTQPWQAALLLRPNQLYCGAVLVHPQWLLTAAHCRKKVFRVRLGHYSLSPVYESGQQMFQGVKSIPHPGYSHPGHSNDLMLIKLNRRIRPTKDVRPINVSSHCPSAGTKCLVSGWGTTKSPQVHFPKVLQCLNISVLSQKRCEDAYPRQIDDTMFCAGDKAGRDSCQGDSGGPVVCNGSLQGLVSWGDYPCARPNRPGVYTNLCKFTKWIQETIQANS
eIF4E-4G inh = inhibitors of eIF4E and eIF4G interaction in translation initiation; TR-FRET eIF4E-eIF4GI(517-606) binding, 2 h; inhibition, % at 21.7 µM; 0.37% of 220,000 active;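 further: 0% = full FRET control wells and 100% = background wells lacking eIF4GI fragment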
Furin inhibitor = blocks human furin protease activity; purified furin, fluorogenic substrate cleavage; 0.061% of 220,000 active; inhibition, % at 30 µM; in the data active means inhibition above about 25%; further: inactives centre near -15
Active calls of the source: *; x = no result given; [ ] = remark or other dose.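 How the source made its calls, unless noted: active means inhibition above about 30% (limit read from the data); inactive means the rest.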

The line under a structure holds: NCF1 inh	eIF4E-4G inh	hK5 inh	Thrombin inh	14-3-3 Bad inh	Furin inhibitor	Cl transport mod	Rad51 HR inh	EBV gp42 inh
(1) CCOc1ccc(CC(=O)NNC(=S)NC)cc1
 : -10	-8	4	1	1	-10	0.67	-17	-19
(2) NC(=O)c1cn(-c2ccccc2)nc1-c1cc2ccccc2oc1=O
 : -4	1	-24	2	7	-23[20 µM]	-0.75	11	-15
(3) CCSC1=C(C#N)C(CC(C)C)C2=C(CCCC2=O)N1 (centres undefined)
 : 0	-5	-1	-10	-5	-12	-2.4	x	-15
(4) CCOc1cc(CN2CCN(Cc3ccc(C)o3)C(CCO)C2)ccc1OC (centres undefined)
 : -12	1	-6	-1	-15	-23	0.16	-9	-10
(5) CCCCC(=O)Nc1nnc(SCC(=O)NC2CCCC2)s1
 : -2	-2	3	-1	35	-14[20 µM]	0.18	-1	-2
(6) CCCNC(=O)CCC(NS(=O)(=O)c1ccc(C)cc1)C(=O)NCCC (centres undefined)
 : 5	5[fluorescence artefact?]	-12	-1	-4[fluorescence artefact?]	-24[20 µM]	0.96	5	-21
(7) Cc1ccc(NC(=O)NCCSc2ccc(C)cc2)cc1
 : -6	-1	-1	-4	-12	-17	-0.45	7	-6
(8) O=C(Nc1ccc(-c2csc(Nc3ccc(Cl)cc3)n2)cc1)c1cc([N+](=O)[O-])cc(C(F)(F)F)c1
 : -18	0	3	2	-5	-7	1.2	3	-23
(9) CCc1ccc(N(CC(=O)Nc2nc3ccc(C)cc3s2)S(=O)(=O)c2c(C)noc2C)cc1
 : -21	1	-2	-6	3	-27	x	-10	-6
(10) Cc1cc2c(cc1S(=O)(=O)N(C)c1ccccc1)NC(=O)CO2
 : -9	-3	-2	-4	-3	-27	-2	x	-3
(11) O=C(CN1C(=O)NC2(CCc3ccccc32)C1=O)c1ccc2c(c1)OCCO2 (centres undefined)
 : -8	11	-17	-4	-7[fluorescence artefact?]	-21	0.53	0	-15
(12) CCOC(=O)C1CCN(C(=O)COc2ccc(Cl)cc2)CC1
 : -4	0	-9	-4	-4	-19[20 µM]	-0.48	0	-21
(13) CC(=O)Nc1ccc(S(=O)(=O)N2CCN(C(=O)c3cccnc3)CC2)cc1
 : -3	11	-4	1	-9	-3[20 µM]	-0.014	0	-7
(14) COc1ccc(C2NC(=O)NC(C)=C2C(=O)OCc2ccc3c(c2)OCO3)cc1OC (centres undefined)
 : 24	-4	0	9	0	-9[20 µM]	1.1	4	-6
(15) O=C(O)Cc1ccc(NC(=O)Nc2cccc(Cl)c2)cc1
 : -3	1	-1	-3	-4	-20	1.9	8	-19
(16) COC(=O)[C@@H]1C[C@@]2(O)[C@@H](O)[C@@H](O)[C@@H](O)C[C@H]2N1Cc1ccc(Cl)cc1
 : -8	0	-4	-1	1	-9	-0.67	12	-17
(17) CCCNC(=O)CSCc1nc(-c2ccc(SC)cc2)oc1C
 : -4	2	2	18	1	10	-1.2	-8	1
(18) COc1cccc(-n2nnc3c(=O)n(Cc4c(F)cccc4Cl)cnc32)c1
 : 4	0	-10	-3	6	-22[20 µM]	0.41	3	-14
(19) O=C(Nc1ccc(NC(=O)C23CC4CC(CC(C4)C2)C3)cc1)c1cc(F)c(F)cc1Cl
 : -11	1[fluorescence artefact?]	-10	-7	2	-17	0.77	-4	-21
(20) O=C(O)CC12CC3CC(C1)CC(n1ncc(NCc4ccc(F)cc4)c(Cl)c1=O)(C3)C2
 : -6	2	0	-1	-8	-6	-0.94	-2	5
(21) COc1cc(OC)c(-c2nnc(-c3ccc(OC)c(OC)c3OC)o2)cc1OC
 : 0	12	-38	0	2	-6[20 µM]	-0.14	-5	6
(22) COC(=O)C1=C(C)NC(=O)C1(NC(=O)c1cccnc1)C(F)(F)F (centres undefined)
 : -1	1[fluorescence artefact?]	1	-6	6[fluorescence artefact?]	-22[20 µM]	-0.34	x	-14
(23) CC1CCCC(NC(=O)COC(=O)c2ccc(N(C)C)cc2)C1C (centres undefined)
 : -9	1	-5	-3	11	-11[20 µM]	-1.4	1	6
(24) O=C(NC(Cc1c[nH]c2ccccc12)c1nnc2n1CCCCC2)c1cccs1 (centres undefined)
 : -20	2	-9	1	-8	-12[20 µM]	1.3	2	-11
(25) CCc1cccc2c(C(=O)COC(=O)c3ccc([N+](=O)[O-])s3)c[nH]c12
 : -5	5	-13	-8	4	-2	-0.16	8	-1
(26) CCOC(=O)CSc1nc2ccc(S(=O)(=O)N3CCOCC3)cc2[nH]1
 : -2	6	2	-3	7	-12[20 µM]	-0.6	5	-17
(27) CC(C)(C)NC(=O)C(Cc1ccccc1)NS(=O)(=O)c1cccc2nsnc12 (centres undefined)
 : -6	3	-1	-1	-7	-10[20 µM]	0.35	-4	-6
(28) CCOc1cc(CNC(C)(C)C)ccc1OCC(=O)Nc1cccc(C(F)(F)F)c1
 : -10	3	-8	-7	0	-2	-0.088	-5	8
(29) O=C(CSc1nncn1-c1ccccc1)NCc1cccs1
 : -22	1	3	4	5	-11[20 µM]	x	-4	-25
(30) CCn1cc(SCC(N)=O)c2ccccc21
 : 2	7	0	-6	-2	-27	0.044	-1	5
(31) CC(C)OP(=O)(OC(C)C)C(NC(=O)c1ccc(Br)cc1)c1ccccc1 (centres undefined)
 : 1	0	25	-5	-5	-18[20 µM]	0.47	1	13
(32) Cc1ccc(NC(=O)N(Cc2nc3ccccc3c(=O)[nH]2)Cc2cccs2)cc1
 : 5	-6	6	-6	2	-14	-0.24	4	1
(33) O=C(NCCc1ccccc1)C1CCCN(S(=O)(=O)c2cnc[nH]2)C1 (centres undefined)
 : -3	-2	-7	-9	0	-22	x	3	8
(34) COC(=O)C(Oc1ccc2c(-c3ccc(OC)cc3)cc(=O)oc2c1)c1ccccc1 (centres undefined)
 : 3	1	4	0	10	-6	-0.4	-8	-5
(35) CCCCNC(=O)CCNS(=O)(=O)c1ccc(Br)cc1
 : -8	4	-8	-1	-10	4[20 µM]	0.94	-6	-5
(36) Cc1ccc(C(=O)NC2CCCCNC2=O)cc1 (centres undefined)
 : -7	90*	-1	-9	-2	-12	0.79	0	-7
(37) CCOC(=O)CNC(=O)c1sc2ncnc(N3CCc4ccccc4C3)c2c1C
 : -9	2	2	-6	7	-17[20 µM]	-1.8	x	-11
(38) CC12CCC(C/C1=N/O)C2(C)CBr (centres undefined)
 : -5	-6	1	3	0	-17	0.45	22	-18
(39) CC(=O)Nc1cccc(NC(=O)CCCC(=O)O)c1
 : -3	4	11	-5	5	-19	x	-9	-1
(40) O=C(COc1ccc(Br)cc1)Nc1ccc(-c2nnc(-c3ccco3)o2)cc1
 : -1	-26	4	3	13[fluorescence artefact?]	-19[20 µM]	x	1	-14
(41) O=C(CSc1nnc(-c2cccnc2)n1CCc1ccccc1)N1CCCCC1
 : -8	5[fluorescence artefact?]	3	1	3	2	x	4	-1
(42) C#CCOCCOCCOCCNc1nc(N2CCN(C(=O)[C@H](C(C)C)n3cc(CCO)nn3)CC2)nc(N2CCN(C(=O)[C@H](C(C)C)n3cc(CCO)nn3)CC2)n1
 : 0	2	-5	3	54[fluorescence artefact?]	-15	0.18	-3	3
(43) C=C1C2C[C@H](O)C(C)(C)[C@@]2(O)[C@H](O)C[C@]23C[C@@](C)(O)[C@H](CC[C@H]12)[C@H]3O (some centres undefined)
 : 8	-5	-5	-2	1	-13	-0.17	-4	-12
(44) CCOc1ccc(-c2nc3ccccc3c(=O)o2)cc1
 : 2	2	-2	-5	-10	-34	-1.2	x	0
(45) C=CCn1c(=O)c2ccccc2n2c(SCc3nc4ccccc4s3)nnc12
 : -7	7	-2	-4	11	-13[20 µM]	-3.2	-9	-15
(46) CC(C)c1nc2c(c(=O)c3ccccc3n2C)c(=O)n1-c1ccc(F)cc1
 : -9	-1[fluorescence artefact?]	0	-7	5	-9	-0.83	1	2
(47) Cc1ccc(NC(=O)OCCN2CCN(S(=O)(=O)c3ccc(C)cc3)CCC2=O)cc1
 : -5	6[fluorescence artefact?]	-7	5	0[fluorescence artefact?]	-10	0.48	-1	-12
(48) CCOC(=O)c1c(C)nn(-c2ncccc2NC(=O)CCC(=O)O)c1C
 : 5	3	0	2	3	-13	0.59	-14	-10
(49) COc1ccc(/C=C/C(=O)c2ccc3c(c2)OCCO3)cc1[N+](=O)[O-]
 : -6	-7	0	-5	7	-1[20 µM]	-0.34	-3	-5
(50) Cc1cc(C(=O)COC(=O)c2ccc[nH]c2=O)c(C)n1-c1ccccc1
 : 1	-5	26	39	14	6	0.4	1	-3
(51) Cc1ccc(N2CC(C(=O)Nc3ccc(S(=O)(=O)N4CCOCC4)cc3)CC2=O)cc1 (centres undefined)
 : -17	2	-10	1	13	-20[20 µM]	x	-1	-14
(52) Cc1ccc2cccc(O)c2[n+]1[O-]
 : 3	4[fluorescence artefact?]	-5	-3	-8	-20	x	-2	-9
(53) COC(=O)C1=C(O)/C(=C\c2ccc(CNS(=O)(=O)c3ccccc3)o2)N=C1C
 : -18	1	-25	2	-5	10	1	-28	-13
(54) O=C1CCCN1CCCNc1ccc(S(=O)(=O)N2CCCCC2)cn1
 : -12	4[fluorescence artefact?]	-7	-12	-4	-27	x	-4	-10
(55) Nc1nnc(-c2ccccc2)s1
 : 4	3	8	-3	-16	-11[20 µM]	0.8	x	-4
(56) CCOc1ccccc1N(CC(=O)NCC1CCCO1)C(=O)CNS(=O)(=O)c1ccccc1 (centres undefined)
 : -7	3	-2	-9	-19	-13	-0.2	3	-3
(57) COc1ccccc1C(=O)NCc1ccc(-c2nc3ccccc3s2)cc1
 : -7	0	-3	-7	1	-16	0.48	-6	-11
(58) O=C(NN1C(=O)c2ccccc2C1=O)C1CCCCC1
 : -4	2	-18	-9	4	-10[20 µM]	1.5	x	-19
(59) CC(C)(C)OC(=O)[C@H](Cc1ccccc1)NC(=O)c1nc[nH]c1C(=O)N[C@@H](Cc1ccccc1)C(=O)OC(C)(C)C
 : -19	4	3	0	-8	-13	3.4*	1	-16
(60) COc1cc(OC)cc(C(=O)N(CCCN2C(=O)c3cccc4cccc(c34)C2=O)c2cccc(OC)c2)c1
 : -10	0[fluorescence artefact?]	8	-7	-12[fluorescence artefact?]	-8	-2.1	-1	-26

One compound at a time (already shown).
CC12CCC(C/C1=N/O)C2(C)CBr (centres undefined) reads NCF1 inh: -5; eIF4E-4G inh: -6; hK5 inh: 1; Thrombin inh: 3; 14-3-3 Bad inh: 0; Furin inhibitor: -17; Cl transport mod: 0.45; Rad51 HR inh: 22; EBV gp42 inh: -18
CCCNC(=O)CCC(NS(=O)(=O)c1ccc(C)cc1)C(=O)NCCC (centres undefined) reads NCF1 inh: 5; eIF4E-4G inh: 5[fluorescence artefact?]; hK5 inh: -12; Thrombin inh: -1; 14-3-3 Bad inh: -4[fluorescence artefact?]; Furin inhibitor: -24[20 µM]; Cl transport mod: 0.96; Rad51 HR inh: 5; EBV gp42 inh: -21

Next compounds.
The line under a structure holds: NCF1 inh	eIF4E-4G inh	hK5 inh	Thrombin inh	14-3-3 Bad inh	Furin inhibitor	Cl transport mod	Rad51 HR inh	EBV gp42 inh
(61) O=c1c2ccccc2nc(SCc2ccncc2)n1CC1CCCO1 (centres undefined)
 : -7	1	3	-5	-8	-22	-0.7	-24	-5
(62) COc1ccccc1Nc1ccc(C(=O)NC2CCCCC2)cn1
 : -13	0	-9	-7	2	-28[20 µM]	x	-7	4
(63) CC1(C)CC(=O)C(CC2=C(N)CC(C)(C)CC2=O)=C(N)C1
 : -9	5	-3	-4	-2	-17	0.52	20	3
(64) Cn1c(SCC(=O)NCc2cccs2)nnc1-c1ccncc1
 : -6	4	6	-6	-4	-19	x	4	-1
(65) CCCn1c(CN2CCN(c3cccc(Cl)c3)CC2)nc2c1c(=O)n(C)c(=O)n2C
 : -11	5	-4	-5	4	-23	-0.34	-5	7
(66) CN(C)c1nc(N)nc(CSc2nc3cc(Cl)ccc3o2)n1
 : -42	-21	20	-6	16	-6[20 µM]	x	-5	-37
